MBNL1-CUG inh: MBNL1-poly(CUG) RNA binding inhibition | TR-FRET MBNL1-His/biotin-(CUG)12 binding, 665/545 ratio | Q9NR56 | Potency, µM (titrated, usually from 57.5 µM), for inactives: at the top dose activity change, negative = inhibition, most hits filed as inhibitors | hit rate 0.036% among 280,000 | AID 2675; active = well fitted inhibition curve with a large enough effect in the signal ratio, with a control signal flat, not every such curve was filed as active; inconclusive = small, poorly fitted or top-dose-only effect, or effect the other way, or a change in a side signal; inactive = no such curve, though single readings can be large or run the other way; the % refers to the signal ratio; also: potency is read from the fitted curve at half-maximal effect; % is scaled to controls: 0 for no effect and ±100 for the full control effect
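Inhibition of protein-RNA binding appears as loss of TR-FRET between terbium anti-His antibody on MBNL1-His and streptavidin-XL665 on biotin-(CUG)12. Activity is normalized to buffer-only and uninhibited-complex controls.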
hERG WT inh: KCNH2 (human, wildtype) channel inhibition; activity change, % at 1.84 µM; U2OS, BacMam KCNH2, thallium flux FluxOr; stronger effect = lower value; hit rate 0.37% among 340,000; Q12809; AID 720551;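 active = maximum activity change below -70%; inconclusive = maximum activity change between -70% and -50%; inactive = maximum activity change above -50%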; also: % is scaled to controls: 0 for no effect and ±100 for the full control effect
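U2OS cells were transduced with wild-type KCNH2 virus (2.03 x 10^8 / mL) for 4 h at room temperature, then cultured overnight at 37 C. Thallium flux was read with FluxOr dye. Rate constants were normalized to DMSO controls.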
ASM inhibitor: blocks human secretory acid sphingomyelinase; P17405; placental ASM, HMU-PC fluorogenic substrate, 60 min; Potency, µM (series often up to 57.5 µM), without a hit: top-dose activity change, negative = inhibition, usual class: inhibitors; hit rate 0.006% among 340,000; AID 504937; also: potency is read from the fitted curve at half-maximal effect
Target sequence (P17405 47-631 limits assumed): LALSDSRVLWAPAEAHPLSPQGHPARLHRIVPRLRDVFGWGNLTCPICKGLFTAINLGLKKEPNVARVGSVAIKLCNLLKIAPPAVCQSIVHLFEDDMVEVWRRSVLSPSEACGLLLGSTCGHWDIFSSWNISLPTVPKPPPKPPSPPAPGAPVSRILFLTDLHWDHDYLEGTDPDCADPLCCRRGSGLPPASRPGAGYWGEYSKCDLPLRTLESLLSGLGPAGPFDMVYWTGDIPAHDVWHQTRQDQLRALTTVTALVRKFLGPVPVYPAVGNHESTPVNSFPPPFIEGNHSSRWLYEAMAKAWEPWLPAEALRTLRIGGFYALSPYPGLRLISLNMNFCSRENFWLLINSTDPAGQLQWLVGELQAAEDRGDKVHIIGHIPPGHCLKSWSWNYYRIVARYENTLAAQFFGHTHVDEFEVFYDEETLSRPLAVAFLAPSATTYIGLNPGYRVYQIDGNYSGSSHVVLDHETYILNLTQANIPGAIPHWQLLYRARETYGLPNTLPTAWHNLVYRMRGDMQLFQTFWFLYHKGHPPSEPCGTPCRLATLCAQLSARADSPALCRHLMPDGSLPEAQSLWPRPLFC
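Human placenta-derived ASM preincubated with compound 10 min at room temperature, then reacted with 9 uM (final) fluorogenic HMU-PC substrate for 60 min at 37 C. Stop solution raises pH to 10; fluorescence read at Ex 386/Em 447 nm.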
GALK inhibitor: inhibitors of human galactokinase; hit rate 0.007% among 270,000; Potency, µM (series often up to 57.5 µM), for the others: at the highest dose activity change, negative = inhibition, actives largely listed as inhibitors; Purified GALK, Kinase-Glo residual ATP luminescence; P51570; also: potency is read from the fitted curve at half-maximal effect; % is scaled to controls: 0 for no effect and ±100 for the full control effect
Target sequence (P51570 whole entry, looked up): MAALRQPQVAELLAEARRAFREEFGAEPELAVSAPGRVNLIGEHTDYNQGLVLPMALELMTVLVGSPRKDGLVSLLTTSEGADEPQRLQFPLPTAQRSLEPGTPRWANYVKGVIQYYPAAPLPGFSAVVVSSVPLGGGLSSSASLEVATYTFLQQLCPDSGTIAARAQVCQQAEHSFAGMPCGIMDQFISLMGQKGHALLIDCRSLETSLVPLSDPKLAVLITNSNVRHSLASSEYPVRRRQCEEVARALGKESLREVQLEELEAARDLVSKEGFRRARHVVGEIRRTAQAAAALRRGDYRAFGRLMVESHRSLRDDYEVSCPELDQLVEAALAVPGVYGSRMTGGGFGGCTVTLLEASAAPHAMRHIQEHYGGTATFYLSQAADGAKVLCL
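The enzyme phosphorylates galactose (100 uM) using ATP (35 uM); inhibition is detected as higher residual ATP, quantified by bioluminescence after 1 h reaction at room temperature, pH 8.0.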
MLL CXXC-DNA inh: MLL CXXC-DNA interaction inhibition | AID 2662 | Q03164 | Potency, µM (highest dose often 115 µM), for the others: top-dose activity change, negative = inhibition, most hits filed as inhibitors | hit rate 0.037% among 290,000 | MLL-CXXC / FITC-HOXA9 DNA fluorescence polarization; active = well fitted inhibition curve with a large enough effect in the polarisation, with a control signal flat, not every such curve was filed as active; inconclusive = small, poorly fitted or top-dose-only effect, or effect the other way, or a change in a side signal; inactive = no such curve, though single readings can be large or run the other way; the % refers to the polarisation; also: potency is read from the fitted curve at half-maximal effect
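Purified MLL-CXXC (added from a 7 uM solution) was preincubated 5 min at ambient with pinned compounds in 50 mM Tris-HCl pH 7.5, 50 mM NaCl, 1 mM DTT, 0.05% BSA. Fluorescein-labeled HOX-A9 DNA (50 nM solution) followed, 30 min, then polarization read.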
TRPV1 ag: human TRPV1 agonism; Q8NER1; TRPV1-expressing cells, Fluo-8 calcium influx, agonist mode; activation, % at 8.33 µM; hit rate 0.19% among 320,000; AID 540275; in the data active = activation above about 80%; inconclusive = between about 30% and that limit; also: 0% is about no effect
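Fluo-8 calcium influx in TRPV1-expressing cells, kinetic read (ex 480/em 520 nm). Compound added and read 3 min for agonist activity, followed by capsaicin at EC20 final and 2 min further read for enhancement.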
Integrin act MD: integrin-mediated muscular dystrophy alleviation activation | alpha7betagal myoblasts, beta-gal FDG fluorescence, 48 h | Potency, µM (top dose mostly 38.3 µM), for inactives: at the top dose activation, actives largely listed as activators | hit rate 0.064% among 350,000 | AID 624291;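 also: potency is read from the fitted curve at half-maximal effect; 100% = response of the positive control SU9516; nearly all actives have a fitted effect of over 60% in size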
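Alpha7betagal+/- myoblasts (passage 13) were plated 16-24 hr, then exposed to compounds (1:260 dilution of DMSO stock) for 48 hours at 37C. After MPER lysis, β-galactosidase reporter activity was read as FDG fluorescence (ex 480/em 540) after 30 minutes.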
KCNH2 3.1 inh: blocks the human KCNH2 3.1 channel isoform | U2OS KCNH2 3.1, thallium flux FluxOr; stronger effect = lower value | activity change, % (tested at about 1.8 µM) | hit rate 0.95% among 340,000 | AID 720553;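 active = maximum activity change below -70%; inconclusive = maximum activity change from -70% to -50%; inactive = maximum activity change above -50%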;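 also: thallium influx rate constant from kinetic fluorescence after stimulation buffer; % is scaled to controls: 0 for no effect and ±100 for the full control effect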
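We transduce U2OS cells with the mutant 3.1 virus, culture them overnight, load FluxOr with Red40 quencher for 45 min, then add stimulation buffer and read kinetically for 2 min to derive a normalized rate constant.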
A-T KAP1 phos: potential ataxia-telangiectasia treatments restoring KAP-1 phosphorylation; […] A-T fibroblasts, KAP-1 phosphorylation AlphaLISA; neocarzinostatin DNA damage 30 min before lysis; Potency, µM (series often up to 57.5 µM), for inactives: top-dose activation, actives largely listed as activators; hit rate 0.19% among 320,000; AID 485349; also: potency is read from the fitted curve at half-maximal effect; % of control where 0% means no effect; nearly all actives have a fitted effect of over 45% in size
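ATM-like activity read as KAP-1 phosphorylation via AlphaLISA donor/acceptor antibody pairs after lysis and 6 hr at 25C. Cells were ATM-null patient fibroblasts ([…], hTERT), dosed 60 min, then exposed to the DSB inducer NCS for 30 min.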
Coupling enz: inhibits coupling enzyme system, counter-screen for aldolase hits; coupling enzyme system counterscreen, AmpLite Red fluorescence; AID 2472; hit rate 0.67% among 290,000; activity change, negative = inhibition, % at 58.2 µM, hits read low; in the data active = activity change below about -30%; also: % is scaled to controls: 0 for no effect and ±100 for the full control effect
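First, compound is pin-transferred into glyceraldehyde-3-phosphate coupling-enzyme reagent at 57.5 uM final and held 10 min at RT. Next, substrate, coupling system and AmpLite Red are added. After 20 min RT, fluorescence (525/598 nm) is read.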
* = called active by the depositor; i = inactive; ? = inconclusive; / = no result given; [ ] = remark or other dose. Unless noted, calls follow the shape of the dose curve; as a rule, active = well fitted curve in the direction sought with a large enough effect; inconclusive = small, poorly fitted or top-dose-only effect, or another doubt; inactive = no such curve, though single readings can be large; an effect the other way counts as inactive or inconclusive.

Results follow in this order: GALK inhibitor	TRPV1 ag	MBNL1-CUG inh	Integrin act MD	Coupling enz	ASM inhibitor	MLL CXXC-DNA inh	A-T KAP1 phos	KCNH2 3.1 inh	hERG WT inh
COc1ccc(CNC(=O)C2=CCN(S(=O)(=O)c3ccc(C)cc3)CC2)cc1
→ 5%	-4	-11%	3%	3	2%	1%	7%	6	4
COc1cc(OC)cc(-c2c(-c3cccs3)c3cc(-c4ccc(OC)nc4)ccc3n2C)c1
→ /	2	/	-7%	/	62%[activator]	/	3%	-19	-18
COc1cccc(CN(C)C(=O)CN2C(=O)NC(c3ccccc3)(c3ccccc3)C2=O)c1OC
→ /	-1	/	-22%	/	-3%	/	12%	9	2
COC(CNC(=O)c1ccc2nc(-c3ccccc3)c(-c3ccccc3)nc2c1)OC
→ 5%	7	64%[activator]	12%	0	50%[activator]	3%	-1%	2	-8
CCOC(=O)c1c(CN2CCN(Cc3ccccc3)CC2)n(C)c2cc(Br)c(OC)cc12
→ 1%	2	4%	-1%	5	-2%	2%	/	-30	6
COc1cccc(S(=O)(=O)NCc2ccc(C(=O)NCc3ccccn3)cc2)c1
→ 6%	-3	-8%	10%	/	0%	19%	4%	5	-1
CCN(CC)C(=O)CSC1=Nc2ccccc2C2=NC(Cc3c[nH]c4ccccc34)C(=O)N12 (stereo not drawn)
→ -2%	-4	15%	-13%	-28	-1%	-2%	5%	-2	-18
CCN1C(=O)[C@H]2[C@@H](c3ccc(-c4ccccc4)cc3)N[C@@](CC(C)C)(C(=O)OC)[C@H]2C1=O
→ /	19	/	13%	/	-8%	/	17%	-12	-2
CN(C)C(=O)c1cnc(Sc2ncc(C(F)(F)F)cc2Cl)n1C
→ 0%	3	?	26%	0	4%	1%	9%	5	-6
COc1cc(CN(C)C(C)C(=O)Nc2ccc([N+](=O)[O-])cc2Cl)ccc1OC(F)F (stereo not drawn)
→ 0%	-4	20%	-31%	-3	-6%	4%	1%	?	-95*
CCN(CC)c1ccc(NS(=O)(=O)c2ccc(OC)cc2)cc1
→ -2%	13	0%	5%	-2	4%	17%	1%	-8	7
COc1cc(-c2cc(-c3ccccc3)nc(SCC(=O)O)c2C#N)cc(OC)c1OC
→ -1%	6	16%	-3%	8	18%	4%	-4%	0	2
Cc1ccc(N2CC(C(=O)N3CCC(C(=O)NC(C)(C)C)CC3)CC2=O)cc1 (stereo not drawn)
→ 16%	-2	1%	7%	-2	3%	-5%	4%	12	-11
CC(C)(C)c1ccccc1NC(=O)c1ccc2c(c1)SC1=NS(=O)(=O)CCN12
→ 1%	5	-10%	23%	-1	3%	-6%	-2%	18	-1
COCCNC(=O)CSc1nnc(CCCN2C(=O)c3cccc4cccc(c34)C2=O)n1-c1ccccc1
→ -1%	1	?	-10%	0	-1%	3%	0%	/	-16
COc1ccc(NC(=O)c2ccc(COc3ccccc3OC)o2)cc1OC
→ 1%	0	1%	15%	/	-2%	-2%	3%	2	-11
O=C1CCCN1CCCNc1ccc2nnc(CCC(=O)N3CCN(c4ccc(F)cc4)CC3)n2n1
→ -1%	-3	-12%	?	0	-1%	7%	-1%	26	27
CCn1c(O)c(C2=NCCCC2)c2ccccc21
→ -5%	14	8%	7%	-1	1%	-10%	5%	9	-4
Cc1nn(C)cc1/C=N/NC(=O)c1ccco1
→ 0%	-3	2%	7%	0	3%	-2%	4%	10	-1
O=C1CC(NCCN2CCOCC2)C(=O)N1Cc1ccc(N2CCCC2=O)cc1 (stereo not drawn)
→ 1%	0	-4%	34%	-1	6%	4%	-1%	-16	-11
O=S(=O)(Nc1ccccc1)C1CCCCC1
→ /	/	/	9%	/	-4%	/	/	-16	-1
Cc1nc(N2CCN(c3ccccn3)CC2)c2c(C)c(C(=O)N3CCN(c4cccc(Cl)c4)CC3)sc2n1
→ -1%	2	-7%	12%	-2	6%	-4%	4%	-41	7
COc1ccc(C=C2NC(=S)NC2=O)cc1
→ /	/	/	-9%	/	0%	/	/	12	7
CCn1c(CCCNC(=O)c2cccs2)nc2ccccc21
→ 2%	4	-3%	7%	0	1%	-4%	0%	-20	2
COCCN1Cc2cccc(C(=O)NCc3ccccn3)c2C1=O
→ 1%	/	-2%	2%	0	2%	5%	9%	27	1
O=[N+]([O-])c1ccc2oc(C3CCCCC3)nc2c1
→ -1%	2	?	3%	2	0%	1%	4%	18	8
Cc1cc(NC(=O)Cn2nnc(-c3ccccc3N)n2)no1
→ 2%	-2	/	22%	3	6%	5%	-1%	-1	30
O=C(Nc1nccs1)c1cc([N+](=O)[O-])ccc1Cl
→ 5%	1	?	-50%[inhibitor]	5	-7%	-19%	4%	-1	2
O=C(c1ccco1)N1CCN=C1SCc1cccnc1
→ -1%	-2	-3%	9%	3	-2%	-7%	-2%	1	3
CCOC(=O)c1cnc2c(c(C)nn2-c2ccc(C)cc2)c1Cl
→ -2%	5	-3%	13%	1	-7%	2%	-1%	-3	13
Cc1cccc(-n2nc3c(c2NC(=O)c2ccco2)CS(=O)(=O)C3)c1C
→ -2%	4	-12%	-13%	0	-1%	11%	-6%	13	2
O=C(NCC(=O)N1CCc2ccccc2C1)c1ccc(Cl)cc1Cl
→ -1%	17	-4%	?	0	-1%	12%	-8%	4	6
COc1ccc(C2=NNC(c3cccs3)=Nc3ccc(OC)cc32)cc1
→ -3%	11	?	-23%	0	-3%	3%	/	-9	-8
NC(=S)N/N=C/c1ccc(-c2cc(Cl)c(Cl)cc2Cl)o1
→ -3%	2	8%	11%	-4	23%	1%	4%	-5	-9
Cc1ccc(O)c(C2=NOC(O)(C(F)(F)F)C2)c1 (stereo not drawn)
→ -1%	-1	-1%	-17%	-1	4%	-4%	5%	-24	8
COc1cccc(C(=O)c2cc3ccc(O)cc3oc2=O)c1
→ 4%	-1	?	9%	3	10%	-11%	-2%	9	-1
O=S(=O)(c1cccs1)N1CCN(c2ccccn2)CC1
→ -2%	3	9%	-2%	-4	2%	6%	-4%	-14	-3
O=C(O)c1[nH]c2ccccc2c1NS(=O)(=O)c1ccc(F)cc1
→ 0%	-2	4%	?	-4	5%	0%	9%	9	8
CCN(CC)S(=O)(=O)c1ccc2oc(C(=O)Nc3ccc(OC)cc3OC)c(C)c2c1
→ 0%	1	6%	-12%	-3	-5%	2%	-10%	-5	-1
COCCNc1ncnc2c1[nH]c1ccccc12
→ 1%	/	/	-19%	-2	-2%	-6%	-2%	5	-2

5 compounds from above, limited to Integrin act MD.
mol,Integrin act MD
O=C(c1ccco1)N1CCN=C1SCc1cccnc1,9%
CCOC(=O)c1cnc2c(c(C)nn2-c2ccc(C)cc2)c1Cl,13%
Cc1cccc(-n2nc3c(c2NC(=O)c2ccco2)CS(=O)(=O)C3)c1C,-13%
O=C(NCC(=O)N1CCc2ccccc2C1)c1ccc(Cl)cc1Cl,?
COc1ccc(C2=NNC(c3cccs3)=Nc3ccc(OC)cc32)cc1,-23%

In the list so far, these contain a COOH group:
Results follow in this order: GALK inhibitor	TRPV1 ag	MBNL1-CUG inh	Integrin act MD	Coupling enz	ASM inhibitor	MLL CXXC-DNA inh	A-T KAP1 phos	KCNH2 3.1 inh	hERG WT inh
COc1cc(-c2cc(-c3ccccc3)nc(SCC(=O)O)c2C#N)cc(OC)c1OC
→ -1%	6	16%	-3%	8	18%	4%	-4%	0	2
O=C(O)c1[nH]c2ccccc2c1NS(=O)(=O)c1ccc(F)cc1
→ 0%	-2	4%	?	-4	5%	0%	9%	9	8

The listing continues.
Results follow in this order: GALK inhibitor	TRPV1 ag	MBNL1-CUG inh	Integrin act MD	Coupling enz	ASM inhibitor	MLL CXXC-DNA inh	A-T KAP1 phos	KCNH2 3.1 inh	hERG WT inh
Nn1cnnc1N/N=C/c1ccc(Cl)c([N+](=O)[O-])c1
→ -2%	-1	?	-44%[inhibitor]	-26	-2%	5%	?	1	i
CCn1cc(Br)c(C(=O)Nc2nccs2)n1
→ -1%	0	-5%	24%	1	4%	-2%	2%	9	-11
Cc1ccc(Nc2nc(C)cc(C)n2)c(Br)c1
→ 4%	1	-10%	-22%	1	-3%	19%	11%	28	6
COc1cccc(/C=C/c2ccccn2)c1O
→ 0%	4	?	0%	-4	-1%	-5%	1%	-4	8
